Screening data (PubChem)
DENV2 CPE: inhibitors of DENV2 cytopathic effect, primary screen, cell-based, plate reader, single concentration; hit rate 1.7% among 350,000; CPE inhibition, % at 9.99 µM; DENV2-infected cells, cytopathic effect rescue; in the data active = CPE inhibition above about 20%, passing the limit was not always enough; inconclusive = no clear call, values can overlap the other calls; tested in BHK-21 cells;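 also: 0% = median of neutral control wells and 100% = median of positive control wells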
ARNT-TACC3 inh: disruptors of ARNT/TACC3 protein interaction, primary screen, biochemical, AlphaScreen, single concentration. AID 623870, 2012. Transforming acidic coiled-coil-containing protein 3 (Homo sapiens), Q9Y6A5. inhibition, % at 9.99 µM. hit rate 0.66% among 390,000. AlphaScreen His-ARNT PAS-B/GST-TACC3 binding, luminescence; TACC3 fragment carries E629A point mutation;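 active = mean inhibition of replicates at least 50% and at least half of replicates each reaching 50%; inconclusive = half or more replicates reach 50% but mean below 50%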;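 also: 0% = complete ARNT plus TACC3 wells and 100% = ARNT alone without TACC3; many hits fall short of the cut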
PAX8 reporter: inhibitors of PAX8-driven TPO luciferase reporter, primary screen, RMG-I cells, single concentration | SteadyGlo, 24 h | inhibition, % at 12.6 µM | hit rate 1.2% among 360,000;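 active = mean replicate inhibition at least 60% with every replicate also reaching 60%; inconclusive = only one of the two criteria is met; inactive = mean below 60% and not all replicates reaching 60%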;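 also: luciferase light reporting Pax8 driven TPO promoter activity; plate controls were median of neutral control wells for no effect and mitoxantrone controls for full effect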
F508del corr: F508del CFTR correction, initial screen, CFBE line, single point | AID 720511, 2013 | CFBE cells, YFP halide quenching; stimulated with forskolin plus potentiator P3; % fluorescence drop versus neutral controls | hit rate 0.36% among 350,000 | activity (quench increase), % at 7.58 µM;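 active = mean added fluorescence quench of at least 8% versus neutral control, with both replicates also reaching 8%; inconclusive = only one of the mean or replicate conditions met; inactive = mean below 8% and not both replicates reaching 8%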;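 also: cells transiently co-express mutant CFTR-F508del with the halide-sensitive YFP; corrector assay measuring rescue of mutant channel to the surface after 24 h compound exposure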
GSIS activator: GLuc luminescence reporter in INS-1E cells, primary screen for activators of glucose-dependent secretion of insulin; INS-1E GLuc reporter insulin secretion, 2-3 h; activation, % at 16.6 µM; hit rate 0.61% among 370,000; AID 743287, 2014;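 active = lowest replicate activation of at least 40%, so every replicate reaches that level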;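 also: 0% = median of neutral control wells and 100% = median of IBMX positive control wells; some compounds called inactive have numbers as strong as hits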
EWS-Fli inh: EWS/Fli-driven NR0B1 reporter inhibitors, primary screen, A673 cells, NR0B1 luciferase, luminescence, MLPCN library; viability-normalised; inhibition, % at 12.6 µM; hit rate 0.67% among 350,000; AID 651661, 2012;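 active = mean inhibition of at least 50% after viability correction, with every replicate also passing that limit; inconclusive = mean reaches 50% but only one of two replicates passes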;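 also: firefly luciferase signal divided by Alamar Blue viability fluorescence both relative to DMSO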
ERp5 block: inhibitors of ERp5-driven insulin aggregation, primary screen, biochemical, turbidity, absorbance 650 nm, single point. Protein disulfide-isomerase A6 (Homo sapiens), Q15084. hit rate 0.05% among 350,000. 90 min. inhibition, % at 9.99 µM;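 active = mean replicate inhibition above about 25%, with every replicate also reaching it, limit read from the data, passing the limit was not always enough; inconclusive = only one of those two criteria met; inactive = neither criterion met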
Target sequence (Q15084 whole entry, looked up): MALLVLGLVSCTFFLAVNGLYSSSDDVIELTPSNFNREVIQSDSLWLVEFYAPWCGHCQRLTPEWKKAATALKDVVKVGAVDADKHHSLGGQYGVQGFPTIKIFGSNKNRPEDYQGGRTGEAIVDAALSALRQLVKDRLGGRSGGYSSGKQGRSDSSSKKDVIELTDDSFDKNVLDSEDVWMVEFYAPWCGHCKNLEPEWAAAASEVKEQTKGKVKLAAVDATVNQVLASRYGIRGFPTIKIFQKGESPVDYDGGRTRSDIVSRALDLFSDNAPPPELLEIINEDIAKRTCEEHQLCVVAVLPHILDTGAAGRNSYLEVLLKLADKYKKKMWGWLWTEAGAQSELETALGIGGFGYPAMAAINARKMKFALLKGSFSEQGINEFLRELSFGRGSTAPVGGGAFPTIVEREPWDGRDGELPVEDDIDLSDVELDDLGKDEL
Xi reactivation: activators of inactive X chromosome reactivation, primary screen, imaging, XiGFP fibroblasts, GFP high-content imaging, set 2; AID 743238, 2013; hit rate 0.055% among 360,000; XiGFP mouse fibroblasts, % GFP-positive cells imaging, 3 d; cells co-treated with 5-aza-dC sensitizer; scaled so ellipticine positive control = 100%; activation, % at 7.58 µM;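 active = mean normalized replicate activation at least 10% and every replicate at or above 10%; inconclusive = only one of the two criteria met; inactive = mean below 10% and not all replicates reach 10%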;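 also: 0% = median of on-plate neutral control wells and 100% = ellipticine 6 µM median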
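System: 68-5-11 XiGFP fibroblast line | Buffer or medium: DMEM containing 5-aza-dC | Compound: Single point | Times: Compounds 3 days, fix/stain 15 min at room temperature | Benchmarks: Positive control ellipticine, 6 µM final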
* marks the source's active call; other numbers are inactive results; ? = inconclusive; . = no result given. The order is random; overall some 4.2% were active at least once.

compound	ERp5 block	DENV2 CPE	GSIS activator	ARNT-TACC3 inh	PAX8 reporter	F508del corr	EWS-Fli inh	Xi reactivation
CCCNC(=O)N(C)C[C@H]1Oc2ncc(C#CC3CC3)cc2C(=O)N([C@H](C)CO)C[C@@H]1C	-5	-10	2	10	.	-0.1	2	-0.8
CCSc1nc(O)cc(=O)n1CC	5	-3	3	-1	-3	-2.6	0	0.0
COc1ccc(-c2cnc3c(c2)C(=O)N([C@H](C)CO)C[C@H](C)[C@H](CN(C)C(=O)Nc2cccc4ccccc24)O3)cc1	0	5	-42	4	.	-1.6	9	-1.3
CCOc1ccc(N2C(=O)CC(N3CCOCC3)C2=O)cc1 (configuration not stated)	-7	-4	6	-1	.	3.4	-3	.
O=C(O)CCC(=O)Nc1ccc(-c2nc3ccc(C(=O)c4ccccc4)cc3[nH]2)cc1	4	2	19	7	-28	-0.7	-53	0.0
CNS(=O)(=O)c1cccc(C(=O)OCC(=O)Nc2ccccc2F)c1	-4	0	-7	29	-9	-0.7	2	1.5
COc1ccc(C(CNC(=O)C(C)c2ccc3cc(OC)ccc3c2)N(C)C)cc1 (configuration not stated)	2	-3	-15	0	-7	-0.9	-9	0.2
C[C@H](CO)N1C[C@H](C)[C@@H](CN(C)S(=O)(=O)c2cccs2)Oc2ccc(NS(=O)(=O)c3ccc(Cl)cc3)cc2C1=O	-5	.	-6	-4	-7	-4.5	-8	-1.0
CC(Oc1ccccc1)C(=O)Nc1ccccc1F (configuration not stated)	-4	.	1	3	.	-0.3	0	.
O=C(NCCCNC(=O)c1ccco1)c1ccc(Cl)c(Cl)c1	4	-4	-1	3	5	-1.2	-4	0.4
CO[C@H]1CN(C)C(=O)c2ccc(NC(=O)Nc3c(C)noc3C)cc2OC[C@H](C)NC[C@H]1C	3	0	3	.	6	-1.0	0	0.2
O=C(C[C@H]1CC[C@H]2NC[C@@H](O)COC[C@@H]2O1)NCCc1ccccc1	3	17	41	-3	4	-2.1	20	0.0
O=C(CCNC(=O)C1CCN(S(=O)(=O)c2ccc(F)cc2)CC1)NCCc1ccc(Cl)cc1	-2	16	12	0	-2	0.1	1	0.1
CC1=NN(C(N)=S)C(=O)C1N=Nc1ccc(O)cc1 (configuration not stated)	4	8	9	.	10	2.5	-39	0.1
COc1ccc(CC2(CO)CCN(Cc3ccc(NC(C)=O)cc3)CC2)cc1	-1	2	-3	17	11	-2.4	7	0.0
Cc1cccc([C@@H]2[C@@H]3C(=O)N(Cc4ccccc4)C(=O)[C@@H]3[C@]3(Cc4ccccc4)C(=O)N(c4cccc(Cl)c4)C(=O)N23)c1	-7	-1	-6	-3	16	-3.3	3	0.2
CN(C)C(=O)c1ccc(Nc2nc(-c3cccs3)nc3ccccc23)cc1	4	-3	-2	-10	35	0.8	3	0.2
C#CC1(O)CCC2C3CCC4=C(CCC(=O)C4)C3CCC21C (configuration not stated)	0	-2	5	-8	7	0.4	-6	0.2
O=C(NCC[C@H]1CC[C@H](NC(=O)C2CCCCC2)[C@H](CO)O1)Nc1ccc(Cl)cc1	1	4	-6	-8	-25	1.7	-25	0.7
O=C(/C=C/c1ccccc1[N+](=O)[O-])Nc1ccccc1	-6	7	-7	14	-185	0.5	-39	0.1

compound	ERp5 block	DENV2 CPE	GSIS activator	ARNT-TACC3 inh	PAX8 reporter	F508del corr	EWS-Fli inh	Xi reactivation
NS(=O)(=O)c1cccc(NC(=O)CN2CCN(Cc3ccc4c(c3)OCO4)CC2)c1	.	.	7	-2	44	.	.	0.0
COc1ccc(Cl)cc1S(=O)(=O)N1CCN=C1c1ccccc1	2	-1	14	32	5	0.7	-10	0.3
COc1ccc(-n2c(SCc3cccnc3)nc3c(c2=O)SCC3)cc1OC	-2	-9	-15	0	-4	0.9	1	-0.1
CCc1ccc(-c2ccc3nnc(SCC(=O)NCC4CCCO4)n3n2)cc1 (configuration not stated)	2	11	0	2	17	-0.1	4	0.0
N#C[C@H]1[C@@H](c2ccccc2-c2ccc(F)cc2)[C@@H](CO)N1C(=O)NC1CCCC1	-4	3	-12	.	.	0.7	1	0.2
O=C(O)c1ccc(/C=C2\SC(=S)N(Nc3ccccc3)C2=O)cc1	-3	10	-46	2	-6	-2.8	-8	-0.2
CCOC(=O)c1cc2c(=O)n3ccccc3nc2n(C)c1=NC(=O)c1c(-c2c(F)cccc2Cl)noc1C	0	7	12	-11	-17	0.6	2	1.3
C[C@@H]1CN([C@@H](C)CO)C(=O)Cc2cc(NC(=O)Nc3ccc(F)cc3)ccc2O[C@@H]1CN(C)C(=O)Nc1ccccc1	1	?	2	-3	4	-1.5	-2	-1.0
COC(=O)C[C@H]1CC[C@H]2[C@H](COc3ccc(NS(=O)(=O)c4ccc(C)cc4)cc3C(=O)N2C)O1	0	-2	-1	-3	-6	-1.6	9	0.0
CCOc1ccc(OCC)c(NC(=O)Cn2c(C)nc3ccccc3c2=O)c1	-1	-4	.	-7	3	-2.3	0	0.0
COc1ccc(S(=O)(=O)N(C)C[C@@H]2OCCCC[C@@H](C)Oc3ccc(NC(=O)CCCCCC(=O)Nc4ccccc4N)cc3C(=O)N([C@H](C)CO)C[C@@H]2C)cc1	.	-6	-28	-13	-4	-0.8	-3	0.5
Cc1ccc(C(=O)COC(=O)CNC(=O)c2ccccc2)s1	-24	-3	-13	35	3	0.5	-1	-0.1
COc1ccc(S(=O)(=O)N(C)C[C@H]2Oc3ccc(NS(C)(=O)=O)cc3CC(=O)N([C@@H](C)CO)C[C@@H]2C)cc1	9	5	4	1	-20	-3.0	-5	-1.4
C/C=C/c1ccc([C@@H]2[C@@H](CO)N3CCCCN(C(=O)Nc4cc(F)ccc4F)C[C@@H]23)cc1	-5	-13	-6	-6	-16	-2.8	-1	0.3
Cc1sc(NC(=O)C2=COCCO2)nc1-c1ccc(Cl)cc1	2	5	-22	-1	-62	-0.9	-34	0.1
C[C@H]1CN([C@@H](C)CO)S(=O)(=O)c2ccc(C#Cc3ccncc3)cc2O[C@@H]1CN(C)C(=O)C1CCC1	-2	-8	-5	-1	.	3.8	0	-0.5
CC(C)(C)OC(=O)N1CCc2onc(-c3ccc(Br)cc3)c2C1=O	5	-3	-10	.	-45	-1.3	-37	0.0
COc1cc(C(=O)NNC(=O)c2ccc(S(=O)(=O)N3CCCCC3)cc2)cc(OC)c1OC	2	-1	8	0	7	.	5	0.1
Cc1noc(C)c1S(=O)(=O)N(C)C[C@@H]1Oc2ccc(NC(=O)CCC(F)(F)F)cc2CC(=O)N([C@H](C)CO)C[C@H]1C	1	-8	8	-5	.	-1.9	3	-0.8
O=C(Oc1ccc(C(=S)N2CCCCC2)cc1)c1ccccc1	-3	-2	-17	11	-10	2.6	4	0.0

compound	ERp5 block	DENV2 CPE	GSIS activator	ARNT-TACC3 inh	PAX8 reporter	F508del corr	EWS-Fli inh	Xi reactivation
Cc1noc(C)c1NC(=O)N(C)C[C@@H]1OCCCC[C@@H](C)Oc2ccc(NS(=O)(=O)c3ccc(Cl)cc3)cc2C(=O)N([C@H](C)CO)C[C@H]1C	1	-1	-18	-4	-1	-1.7	1	-0.1
COc1ccc(NCc2cc3cc(OC)ccc3[nH]c2=O)cc1	4	4	6	0	.	0.3	-11	.
COc1ccccc1N1CCN(S(=O)(=O)c2ccc3c(c2)NC(=O)C(C)C(=O)N3)CC1 (configuration not stated)	-12	-11	.	-2	25	0.7	9	-0.1
O=C(CC1(O)C(=O)Nc2ccccc21)c1ccc(-n2cnnn2)cc1 (configuration not stated)	-3	-6	15	1	-6	-2.3	0	0.6
COc1cc(/C=N/N2CCN(c3ccc(Cl)cc3)CC2)cc(OC)c1OC(C)=O	3	13	4	1	33	-0.8	5	0.0
COc1ccc2[nH]c3c(c2c1)CCN1C(=O)C(CC(=O)NC/C=C(\C)CCC=C(C)C)C[C@H](C(=O)N2CCOCC2)[C@@]31CCC1CCCC1 (some centres not stated)	0	?	-19	0	2	-4.3	16	-0.1
COc1ccc(-c2csc(NC(=S)NC(=O)c3ccccc3)n2)cc1Br	-3	-2	-12	.	-9	-33	6	0.2
Cc1oc(-c2ccccc2F)nc1CS(=O)CC(=O)NCc1ccc(F)cc1 (configuration not stated)	3	0	-14	-8	-3	0.0	-8	0.5
O=C(C1CCC1)N1CCN(S(=O)(=O)c2cccc(F)c2)CC1	17	1	20	-2	14	-3.7	2	-0.7
CC(=O)Nc1ccc(-c2cc(-c3ccccc3)nc(-c3ccccc3)n2)cc1	.	.	9	-1	5	.	.	0.1
CC(=O)Nc1ccccc1N(CC(O)Cn1c2ccccc2c2ccccc21)S(=O)(=O)c1ccc(C)cc1 (configuration not stated)	-4	.	-16	1	24	1.8	-15	0.2
CS(=O)(=O)N1CCCC(C(=O)N2CCOCC2)C1 (configuration not stated)	3	1	12	-18	.	1.9	7	.
Cc1ccc2nc(C)c(C(=O)O)cc2c1	-7	-3	-3	0	15	-2.1	4	0.0
C[C@@H]1CCCCO[C@H](CN(C)Cc2ccc(C(F)(F)F)cc2)[C@@H](C)CN([C@@H](C)CO)C(=O)c2cc(NC(=O)Nc3ccccc3)ccc2O1	.	-2	-26	-5	59	-0.7	69*	0.1
CC12CN3CC(C)(CN(C1)C3c1ccc([N+](=O)[O-])o1)C2=O (configuration not stated)	-2	15	4	.	0	1.5	-3	0.0
Cc1nc2cc(F)ccc2n1C1CCN(C(=O)c2c(F)cccc2F)CC1	4	-3	-5	6	10	-2.2	2	0.0
CCOC(=O)c1sc(=NC(=O)c2ccc(C)cc2)n(C)c1C	-10	-4	6	5	-57	1.2	-70	-0.1
NC(=O)CC(NC(=O)c1cccc(Br)c1)c1ccc(N2CCC(Br)CC2)c([N+](=O)[O-])c1 (configuration not stated)	0	0	.	4	-7	-3.0	2	0.2
CC1(C)CC(NC(=O)c2sc3cc(Cl)ccc3c2Cl)CC(C)(C)N1	8	1	-9	-1	9	-1.7	3	0.0
C[C@H]1CN([C@@H](C)CO)S(=O)(=O)c2ccc(-c3ccncc3)cc2O[C@H]1CN(C)Cc1ccccc1	3	-8	-1	0	.	2.3	1	0.1
C/C=C/c1ccccc1[C@@H]1[C@H](C#N)N(C(=O)Cc2ccccn2)[C@H]1CO	7	-10	-2	.	.	-1.3	-5	0.0
COc1ccc(S(=O)(=O)N2CCOCC2)cc1NC(=O)Cn1nnc2ccccc2c1=O	11	-3	6	-2	12	-0.4	1	-0.2

Only GSIS activator (2 entries from above):
mol	GSIS activator
C[C@H]1CN([C@@H](C)CO)S(=O)(=O)c2ccc(-c3ccncc3)cc2O[C@H]1CN(C)Cc1ccccc1	-1
COc1cc(/C=N/N2CCN(c3ccc(Cl)cc3)CC2)cc(OC)c1OC(C)=O	4
